Source: PubChem BioAssay
ARNT TACC3 PPI: disruptors of ARNT/TACC3 protein interaction, primary screen, biochemical, AlphaScreen, single concentration | Transforming acidic coiled-coil-containing protein 3 (Homo sapiens), Q9Y6A5 | AlphaScreen His-ARNT PAS-B/GST-TACC3 binding, luminescence; TACC3 fragment carries E629A point mutation | inhibition, % at 9.99 µM | 0.66% of 390,000 active;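 active = mean inhibition of replicates at least 50% and at least half of replicates each reaching 50%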;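 also: 0% = complete ARNT plus TACC3 wells and 100% = ARNT alone without TACC3; many hits fall short of the cut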
CASP6 VEID inh: human caspase-6 inhibitors, primary screen, biochemical, VEID-R110 fluorescence, single point, set 2. inhibition, % at 12.5 µM. purified caspase-6, Z-VEID-R110 cleavage fluorescence. 0.53% of 350,000 active. P55212. AID 686996, 2013;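 active = mean inhibition across replicates at least about 35%, with every replicate also reaching that limit, limit read from the data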;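 also: 0% = median of neutral control wells and 100% = no fluorescence left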
E-selectin induc: E-selectin induction in HUVECs, primary screen, imaging, HUVEC, immunofluorescence imaging, single point | P16581 | normalized: neutral wells 0, TNF-alpha wells 100 | activation, % at 7.58 µM | 0.37% of 260,000 active;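 active = mean E-selectin-positive cell signal at least 10% of the positive control, reached in at least 60% of replicates, without over 20% cell loss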;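 also: in these data hits start at about 27%; measured in HUVEC primary endothelial cells; signal is the percent of cells scored E-selectin positive by PE staining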
Target sequence (P16581 whole entry, looked up): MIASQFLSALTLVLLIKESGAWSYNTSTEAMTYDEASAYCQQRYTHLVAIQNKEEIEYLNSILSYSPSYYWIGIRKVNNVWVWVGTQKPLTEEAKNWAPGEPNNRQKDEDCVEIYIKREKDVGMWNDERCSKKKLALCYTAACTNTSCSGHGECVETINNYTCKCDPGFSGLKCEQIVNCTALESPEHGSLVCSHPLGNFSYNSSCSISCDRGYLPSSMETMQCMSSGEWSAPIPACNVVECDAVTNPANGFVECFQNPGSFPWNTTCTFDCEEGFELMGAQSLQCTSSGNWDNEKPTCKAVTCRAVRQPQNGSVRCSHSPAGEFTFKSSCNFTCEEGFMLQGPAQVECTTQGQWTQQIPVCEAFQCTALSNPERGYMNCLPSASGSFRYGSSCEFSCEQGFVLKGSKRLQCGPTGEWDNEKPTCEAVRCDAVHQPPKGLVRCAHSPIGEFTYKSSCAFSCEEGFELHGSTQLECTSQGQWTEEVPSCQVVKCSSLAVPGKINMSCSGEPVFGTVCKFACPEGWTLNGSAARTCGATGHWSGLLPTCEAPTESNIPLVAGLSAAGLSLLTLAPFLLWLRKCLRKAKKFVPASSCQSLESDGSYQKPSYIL
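Material: HUVEC primary endothelial cells; Amount: 3,000 cells per well; Dosing: single concentration; Medium: EGM-2 growth medium on 0.1% gelatin-coated wells; Read-out basis: percent E-selectin-positive cells; Signal: immunofluorescence imaging; Control set: TNF-alpha, DMSO.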
PglD inh: C. jejuni PglD acetyltransferase inhibitors, primary screen, biochemical, DTNB colorimetric, single point; UDP-N-acetylbacillosamine N-acetyltransferase PglD (Campylobacter jejuni); purified PglD enzyme, DTNB colorimetric CoA detection; inhibition, % at 12.5 µM; 0.098% of 360,000 active; AID 602405, 2012; in the data active = inhibition above about 16%, passing the limit was not always enough; also: strong numbers were not always called active
RAD52 inh: RAD52 DNA annealing inhibitors, primary screen, biochemical, FRET, single point, set 2. 0.46% of 360,000 active. AID 651710, 2012. DNA repair protein RAD52 homolog (Homo sapiens), P43351. inhibition, % at 18.7 µM. recombinant RAD52 DNA annealing, FRET fluorescence;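 active = every replicate showing at least 50% inhibition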
Target sequence (P43351 whole entry, looked up): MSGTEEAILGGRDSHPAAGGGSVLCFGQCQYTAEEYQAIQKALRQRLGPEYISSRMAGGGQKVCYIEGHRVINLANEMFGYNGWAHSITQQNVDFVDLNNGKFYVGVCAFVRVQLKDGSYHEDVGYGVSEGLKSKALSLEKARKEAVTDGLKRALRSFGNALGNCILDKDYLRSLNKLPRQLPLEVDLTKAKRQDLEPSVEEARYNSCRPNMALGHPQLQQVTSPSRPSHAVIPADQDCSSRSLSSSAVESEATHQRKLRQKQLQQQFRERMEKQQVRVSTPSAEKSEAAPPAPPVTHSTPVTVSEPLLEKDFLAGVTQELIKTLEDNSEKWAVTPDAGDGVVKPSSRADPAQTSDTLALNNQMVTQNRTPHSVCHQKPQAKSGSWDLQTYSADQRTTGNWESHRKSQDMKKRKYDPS
esBAF inh: Bmi1 luciferase reporter increase in mESCs, primary screen, esBAF inhibitor project, mouse ES cells, Bmi1 luciferase knock-in, single point; 24 h; 100% = twice the neutral-well signal; reporter increase, % at 12.5 µM; 2% of 350,000 active; AID 602393, 2012; in the data active = activation above about 40%;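 also: 0% = median of the plate's neutral control wells and 100% = double that signal; a rise in the Bmi1 reporter signal indicates esBAF inhibition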
ERp5 inh: inhibitors of ERp5-driven insulin aggregation, primary screen, biochemical, turbidity, absorbance 650 nm, single point; 90 min; inhibition, % at 9.99 µM; AID 651711, 2012; 0.05% of 350,000 active; Protein disulfide-isomerase A6 (Homo sapiens), Q15084;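 active = mean replicate inhibition above about 25%, with every replicate also reaching it, limit read from the data, passing the limit was not always enough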
RAD54 inh: inhibitors of human RAD54 branch migration, primary screen, biochemical, fluorescence, single point; DNA repair and recombination protein RAD54-like (Homo sapiens), Q92698; RAD54 Holliday junction branch migration, FAM/BHQ fluorescence; inhibition, % at 10.4 µM; 0.14% of 360,000 active;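 active = mean normalized replicate activity at least 40 and at least half of replicates scoring 40 or more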;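 also: 0% = median of neutral control wells and 100% = median of positive control wells; inhibitors cause a drop in the FAM fluorescence signal; in these data hits start at about 50%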
Active calls of the source: *; . = not tested or not shown; & = joins results of further samples. Hits appear at their usual frequency; 3.2% or so of the library scored in one or more.

SMILES | ARNT TACC3 PPI | CASP6 VEID inh | E-selectin induc | PglD inh | RAD52 inh | esBAF inh | ERp5 inh | RAD54 inh
O=C(C[C@@H]1CC[C@@H]2[C@H](COC[C@@H](O)CN2C(=O)Nc2ccc(Cl)c(Cl)c2)O1)NCc1ccc(F)cc1 | -2 | 0 | 0.2 | -4 | 8 | 1 | 3 | 5
O=C(C[C@H]1CC[C@H](NC(=O)c2cccc(F)c2)[C@H](CO)O1)NCc1ccccc1 | -2 | 2 | -0.2 | -1 | -9 | -5 | 4 | 5
COc1cccc(N2CC(C(=O)Nc3nnc(SCCN4CCOCC4)s3)CC2=O)c1 (centres undefined) | -5 | 0 | 0.5 | 0 | -39 | . | 2 | -8
CN(C(=O)COC(=O)CNC(=O)c1ccc(Cl)cc1Cl)c1ccccc1 | -4 | -5 | 1.3 | . | 2 | . | -47 | .
CN(C)C(=O)c1cccc(-c2ccc(C3[C@@H]4CN(S(=O)(=O)c5ccccc5F)C[C@H]3N4)cc2)c1 (some centres undefined) | . | -2&-1 | 0.1&0.3 | . | 5&1 | . | -1&-2 | .
Cc1ccc(-c2nc(N/N=C/c3ccccc3[N+](=O)[O-])c3ccccc3n2)cc1 | 31 | . | . | -1 | . | 9 | . | 3
CC(C(=O)Nc1ccc([N+](=O)[O-])cc1)N1CCN(C/C=C/c2ccccc2)CC1 (centres undefined) | 29 | 6 | . | 5 | -30 | . | -2 | 2
CCN(CC)/C(=N/O)NC(=O)NS(=O)(=O)c1ccc(C)cc1 | -7 | . | . | 7 | . | -12 | . | -7
CCc1c(O)nc(SCC(=O)N2CCOCC2)n(-c2ccccc2)c1=O | -2 | . | . | -9 | . | 0 | . | -15
COc1cccc(NC(=S)NN2CCN(C)CC2)c1 | 2 | . | . | -3 | . | 2 | . | 9
O=C(O)CCCC(=O)Nc1ccc(Br)cc1C(=O)O | -2 | . | . | -1 | . | -9 | . | 3
COCCN(C(=O)COC(=O)C1(c2ccccc2)CC1)c1c(N)n(CC(C)C)c(=O)[nH]c1=O | -5 | -1 | . | -2 | -9 | -11 | -1 | 18
O=c1c(C=NCc2cccnc2)c(C(F)(F)F)[nH]n1-c1nc2ccccc2s1 | 3 | -1 | -1.2 | . | 4 | . | -2 | .
O=C(C[C@@H]1C=C[C@@H](NC(=O)C2CCOCC2)[C@H](CO)O1)NCc1ccccc1Cl | . | 4 | -1.5 | . | 5 | . | 0 | .
O=C(C[C@H]1CC[C@@H]2[C@H](COC[C@@H](O)CN2CCC(F)(F)F)O1)NCc1ccc(Oc2ccccc2)cc1 | 3 | -2 | 0.0 | 0 | -3 | -2 | -2 | 3
COCC(C)N1CCC(n2nccc2NC(=O)c2ccc3c(c2)OCO3)CC1 (centres undefined) | -2 | 5 | 0.2 | -3 | -25 | -8 | 7 | -7
C[C@H](CO)N1C[C@H](C)[C@@H](CN(C)C(=O)Nc2ccccc2)Oc2c(cccc2N(C)C)C1=O | -4&-4 | 2&1 | 0.1&2.9 | -3&3 | -8&6 | 5&-5 | 0&-2 | 17&-4
O=C(c1ccccc1F)N(Cc1ccc2c(c1)OCO2)Cc1cc2cc3c(cc2n2nnnc12)OCO3 | -3 | . | . | 4 | . | 13 | . | -12
COc1ccc(C(=O)N2C[C@H]3[C@@H](c4ccccc42)[C@@H](CO)N3Cc2ccc(Cl)cc2)cc1 | 3 | 4 | 0.4 | 8 | 11 | -1 | 3 | -12
c1ccc(COc2ccccc2CNC23CC4CC(CC(C4)C2)C3)cc1 | -12 | 0 | -0.9 | . | 23 | . | 1 | .
Cc1c(OCC(N)=O)ccc2c(-c3ccccc3)cc(=O)oc12 | 5 | 0 | 0.0 | 3 | -9 | 2 | 5 | 3
CC(C)CCN(CC(=O)NC1CCCC1)C(=O)C(=O)Nc1ccc2c(c1)OCCO2 | -1 | 3 | 0.3 | 7 | -11 | 4 | 1 | 6
COC(=O)c1[nH]c2cc(OC)ccc2c1N | 11 | . | . | 3 | . | 5 | . | -4
NC1=NC(=O)C(c2ccccc2)C(=O)N1 (centres undefined) | -5 | 0 | 1.0 | 0 | -8 | . | 3 | 10
O=C(NCc1cccc(Cl)c1)C1CCC(=O)N(C2CC2)C1 (centres undefined) | -3 | 1 | . | -4 | -7 | 0 | 6 | -7
Cc1ccc(N(CC(=O)NC(C)(C)C)C(=O)CCC(=O)Nc2nccs2)cc1C | . | -1 | . | -3 | -13 | -2 | 0 | 7
CC1CCCCN1S(=O)(=O)c1ccc(C(=O)N2CCOCC2)cc1 (centres undefined) | -5 | 1 | . | -4 | -7 | -3 | 3 | -11
CCOc1ccccc1NC(=O)CSc1nccn1-c1ccccc1 | 27 | . | . | -4 | . | -1 | . | -12
Cc1cc(Br)cc(Br)c1OCC(=O)NNC(=O)c1ccoc1C | -4 | 3 | -3.7 | -4 | -11 | -10 | 7 | -1
Oc1cccc(CCC2CCCCN2Cc2cn[nH]c2-c2ccc3c(c2)OCO3)c1 (centres undefined) | 2 | -4 | 4.5 | . | -6 | . | 0 | .
O=S(=O)(NC1CCCCC1)c1ccc(F)c2ccccc12 | -4 | . | . | -1 | . | 1 | . | -14
COc1ccc(-c2cn(CC3CCCCC3)nn2)cc1 | -2 | 2 | 0.0 | -1 | -2 | 67* | 0 | 3
CCOc1cc(/C=N/NC(=O)CSc2cccc3cccnc23)ccc1O | 63* | 3 | . | . | -4 | . | 0 | .
Cc1ccc(-c2nc3ccc(NS(=O)(=O)c4ccccc4)cc3[nH]2)o1 | 9 | 5 | . | 2 | -17 | 78* | 4 | -3
CNC[C@H]1Oc2c(N)cccc2C(=O)N([C@@H](C)CO)C[C@@H]1C | . | 0 | -0.1 | -3 | -19 | -2 | 1 | 2
COc1cccc(OC)c1C(=O)Nc1nc2ccc(S(C)(=O)=O)cc2s1 | -10 | . | . | -2 | . | 1 | . | -7
O=C1CSC(c2cccc(F)c2)N1c1ccccc1F (centres undefined) | 27 | . | . | -1 | . | -6 | . | -3
Cc1ccnc(NC(=O)CCC(=O)N(CC(=O)NC2CCCCC2)Cc2ccccc2)c1 | 3 | -2 | . | . | -25 | . | 1 | .
C[C@@H]1CCCCO[C@@H](CN(C)S(C)(=O)=O)[C@@H](C)CN([C@H](C)CO)C(=O)c2cc(NC(=O)Nc3ccccc3)ccc2O1 | -1 | -1 | 0.0 | -3 | -2 | -4 | -3 | 4
COc1ccccc1/C=C/C=N/NC(=O)CN1CCN(Cc2ccccc2)CC1 | 2 | 1 | -0.2 | . | -2 | . | -8 | .
CCCNC(=O)N1CC(=O)N2[C@@H](CO)[C@H](c3ccc(C#Cc4cccc(OC)c4)cc3)[C@@H]2C1 | . | 0 | 0.3 | . | 16 | . | -3 | .
CCN(C(=O)COC(=O)c1ccccc1O)c1nc2ccccc2s1 | 1 | 3 | -0.2 | 3 | -5 | . | 0 | 1
C[C@H](CO)N1C[C@H](C)[C@H](CN(C)C)Oc2ccc(NC(=O)Cc3cn(C)c4ccccc34)cc2CC1=O | -4 | 1 | 0.0 | 2 | -7 | -3 | -8 | -4
Clc1cccc(CNCCCSc2ncccn2)c1 | -3 | -47 | . | -3 | 7 | 0 | -2 | -2
CSCCC(NC(=O)c1ccc([N+](=O)[O-])cc1Cl)C(=O)OC(C)C(=O)NCc1ccco1 (centres undefined) | -1 | 0 | -0.3 | 3 | -4 | 3 | 7 | -2
CN(C)S(=O)(=O)NCC1CCCN(Cc2ccc(-c3ccccc3)cc2)C1 (centres undefined) | 17 | -2 | 0.5 | 0 | -18 | 2 | 3 | -1
O=C([C@H]1[C@H](CO)[C@H]2Cn3c(cccc3=O)[C@@H]1N2CC1CCCC1)N1CCc2ccccc2C1 | -1 | 1 | -0.4 | 7 | -3 | 0 | -2 | -3
CCOC(=O)c1cccc(NC(=O)Cn2cc3c(n2)CCC(C)C3)c1 (centres undefined) | 5 | 2 | 0.0 | -6 | -11 | 1 | -2 | -3
NC(=O)c1cccc(-c2ccnc3c2CC(C(=O)Nc2ccc(Cl)cc2)O3)c1 (centres undefined) | . | 5 | -0.2 | 6 | -1 | 2 | 6 | -8
Cc1ccc(S(=O)(=O)N[C@H]2CC[C@H](CC(=O)NCCc3ccncc3)O[C@H]2CO)cc1 | . | 0 | -0.3 | -1 | -2 | 1 | -8 | -1
C/C(O)=C(\C#N)c1nnc2n1CCCCC2 | 4 | . | . | 6 | . | 3 | . | -5
Cc1ccccc1S(=O)(=O)NC(=O)C1(C)CCN1C(=O)C1(c2ccc(Cl)cc2)CC1 (centres undefined) | . | 0 | -0.1 | -1 | -18 | -2 | -3 | -12
Cc1noc(C)c1NC(=O)Nc1cccc2c1O[C@H](CN(C)Cc1ccc(Oc3ccccc3)cc1)[C@@H](C)CN([C@H](C)CO)C2=O | -2 | 0 | 0.1 | -2 | 12 | -3 | 14 | 2
CC(C)NC(=O)Nc1ccc2c(c1)CC(=O)N([C@@H](C)CO)C[C@H](C)[C@@H](CN(C)S(C)(=O)=O)O2 | -4 | 1 | . | 1 | 7 | 2 | 1 | -4
Cc1ccc(S(=O)(=O)Nc2cccc3c2O[C@@H](CN(C)C(=O)NC(C)C)[C@H](C)CN([C@@H](C)CO)C3=O)cc1 | -6 | -1 | 0.9 | -1 | 7 | -1 | 2 | 4
O=C(O)Cc1ccc(C(=O)c2ccccc2)s1 | -2 | . | . | -2 | . | -6 | . | -9
CO[C@@H]1CN(C)C(=O)c2ccc(NC(=O)c3cc(C)on3)cc2OC[C@@H](C)N(C(=O)C2CC2)C[C@@H]1C | . | 0 | 0.2 | . | 2 | . | -3 | .
CCC(CO)Nc1nc(CN2CCCCC2)nc2scc(-c3ccccc3)c12 (centres undefined) | . | 0 | . | -6 | -7 | -3 | 6 | 2
CC(C)NC(=O)Nc1ccc2c(c1)CC(=O)N([C@@H](C)CO)C[C@@H](C)[C@@H](CN(C)Cc1ccc(-c3ccccc3)cc1)O2 | 6 | 1 | . | 3 | 3 | 5 | 1 | 0
COCCn1c(=N)c(C(=O)NCc2ccco2)cc2c(=O)n3cc(C)ccc3nc21 | 1 | 1 | . | -4 | -16 | -9 | 6 | 13
CCOc1cc(C2NC(=O)NC(C)=C2C(=O)OCC2CCCCC2)ccc1O (centres undefined) | . | 4 | . | 2 | -13 | -4 | 2 | 0
C[C@@H]1CN([C@H](C)CO)C(=O)c2cccc(NC(=O)C3CCCCC3)c2O[C@@H]1CN(C)S(=O)(=O)c1cccs1 | -3 | 1 | 0.3 | -1 | 8 | 3 | -1 | 13

Compound profiles, as listed above. Order of values: ARNT TACC3 PPI, CASP6 VEID inh, E-selectin induc, PglD inh, RAD52 inh, esBAF inh, ERp5 inh, RAD54 inh
Shown for `CCC(CO)Nc1nc(CN2CCCCC2)nc2scc(-c3ccccc3)c12` (centres undefined) → ., 0, ., -6, -7, -3, 6, 2
Shown for `CC(C)NC(=O)Nc1ccc2c(c1)CC(=O)N([C@@H](C)CO)C[C@H](C)[C@@H](CN(C)S(C)(=O)=O)O2` → -4, 1, ., 1, 7, 2, 1, -4
Shown for `Cc1ccccc1S(=O)(=O)NC(=O)C1(C)CCN1C(=O)C1(c2ccc(Cl)cc2)CC1` (centres undefined) → ., 0, -0.1, -1, -18, -2, -3, -12
Shown for `C[C@@H]1CN([C@H](C)CO)C(=O)c2cccc(NC(=O)C3CCCCC3)c2O[C@@H]1CN(C)S(=O)(=O)c1cccs1` → -3, 1, 0.3, -1, 8, 3, -1, 13
